# Screens deposited in PubChem BioAssay by National Center for Advancing Translational Sciences (NCATS).
# D2 antag: HTS Assay for Allosteric Antagonists of the Human D2 Dopamine Receptor: Primary Screen for Antagonists; D(2) dopamine receptor (Homo sapiens), P14416; HEK293 TREx D2 cells, calcium flux, dopamine EC80; inhibition, % at 10 µM; actives 2% (n = 340,000); in the data active means inhibition above about 30%; further: 0% is about no effect
# Target sequence (P14416 whole entry, looked up): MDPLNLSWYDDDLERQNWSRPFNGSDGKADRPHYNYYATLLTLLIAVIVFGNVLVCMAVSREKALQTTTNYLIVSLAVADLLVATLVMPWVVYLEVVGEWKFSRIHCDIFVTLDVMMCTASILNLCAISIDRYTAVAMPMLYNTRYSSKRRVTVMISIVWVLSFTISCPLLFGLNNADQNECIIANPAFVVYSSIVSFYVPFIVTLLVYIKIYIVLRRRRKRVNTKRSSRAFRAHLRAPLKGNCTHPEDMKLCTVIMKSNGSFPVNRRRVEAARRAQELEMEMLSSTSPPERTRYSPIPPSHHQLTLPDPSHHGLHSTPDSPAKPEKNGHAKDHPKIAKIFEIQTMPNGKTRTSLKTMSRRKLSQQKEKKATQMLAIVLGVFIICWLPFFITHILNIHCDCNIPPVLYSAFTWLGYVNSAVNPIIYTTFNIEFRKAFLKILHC
#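 Overnight-induced (tetracycline, 30 C) HEK293 T-REx cells carrying force-coupled D2 receive a no-wash calcium dye, then compound, then EC80 dopamine at 180 s; signals are read kinetically throughout.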
# D1 antagonist: Antagonist of Human D 1 Dopamine Receptor: qHTS; HEK293 TREx D1 cells, calcium flux, dopamine EC80; stronger effect = lower value; activity change, negative = inhibition, % at 10 µM; actives 3.2% (n = 360,000); in the data active means activity change below about -30%; further: on the % scale 0 is the no-effect control and ±100 the full control effect
# Target sequence (P21728 whole entry, looked up): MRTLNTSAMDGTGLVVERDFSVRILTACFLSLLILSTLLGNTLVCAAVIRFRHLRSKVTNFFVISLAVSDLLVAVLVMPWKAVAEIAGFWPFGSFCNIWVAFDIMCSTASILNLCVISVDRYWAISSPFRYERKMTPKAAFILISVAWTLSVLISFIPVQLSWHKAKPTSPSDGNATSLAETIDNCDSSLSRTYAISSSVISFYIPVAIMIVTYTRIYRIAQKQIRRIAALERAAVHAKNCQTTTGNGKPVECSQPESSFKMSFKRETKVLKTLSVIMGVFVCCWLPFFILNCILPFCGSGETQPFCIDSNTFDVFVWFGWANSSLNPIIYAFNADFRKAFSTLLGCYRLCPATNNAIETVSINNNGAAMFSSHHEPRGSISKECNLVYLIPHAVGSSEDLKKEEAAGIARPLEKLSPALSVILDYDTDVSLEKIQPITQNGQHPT
#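 HEK293 T-REx cells expressing inducible, force-coupled D1 receptor; no-wash Ca dye, 30–90 min RT. Cmpd → 180 s read at 1 Hz → EC80 DA → 180 s read.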
# D1 ag: Allosteric Agonists of the Human D1 Dopamine Receptor: qHTS. HEK293 T-REx D1 cells, calcium flux, agonist mode. actives 1% (n = 360,000). D(1A) dopamine receptor (Homo sapiens), P21728. activation, % at 2 µM; further: 0% is about no effect
#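 Tetracycline-induced HEK293 TREx D1 cells, force-coupled to calcium signalling, were dye-loaded with a no-wash calcium kit. Compound was pin-added after a 10 s baseline. Fluorescence was read kinetically at 1 cycle/s for 180 s, with calcium rises flagged as agonism.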
# D1 potentiator: Potentiators of Human D1 Dopamine Receptor: qHTS; D(1A) dopamine receptor (Homo sapiens), P21728; HEK293 TREx D1 cells, calcium flux, dopamine EC20 potentiation; potentiation, % at 10 µM; actives 0.036% (n = 360,000); AID 504651, 2011; in the data active means potentiation above about 30%; further: 0% is about no effect
# D2 PAM: HTS Assay for Positive Allosteric Modulators of the Human D2 Dopamine Receptor: Primary Screen for Potentiators. potentiation, % at 10 µM. D(2) dopamine receptor (Homo sapiens), P14416. HEK293 T-REx D2, calcium flux, EC20 dopamine potentiation. actives 0.34% (n = 340,000);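 active means potentiation over 3 SD above the plate norm, cut at about 30% in these data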; further: 0% is about no effect
#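 Potentiation of an EC20 dopamine calcium response is measured in a force-coupled, tetracycline-inducible Hek293 Trex D2 line. Compound-only kinetic reads over 180 s flag agonists before dopamine addition.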
# TRHR PAM: qHTS for Small Molecule Agonists and Allosteric Enhancers of Human TRH Receptor: Primary Screen for Enhancers | Thyrotropin-releasing hormone receptor (Homo sapiens), P34981 | actives 0.66% (n = 360,000) | TRHR cells, fluo-8 calcium fluorescence, EC20 TRH enhancement | enhancement, % at 2 µM; in the data active means enhancement above about 30%; further: 0% is about no effect
#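 TRHR-expressing cells loaded with fluo-8 calcium dye were read kinetically (ex 480/em 530) during compound addition, then stimulated with an EC20 of TRH (10 nM final). Enhancement of the Gq-mediated intracellular calcium response was scored.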
# TRHR ag: qHTS for Small Molecule Agonists and Allosteric Enhancers of Human TRH Receptor: Primary Screen for Agonists. Thyrotropin-releasing hormone receptor (Homo sapiens), P34981. TRHR cells, calcium flux fluo-8, FDSS agonist mode. activation, % at 2 µM. actives 0.18% (n = 360,000). AID 493084, 2011; further: 0% is about no effect
#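 Agonist-mode FDSS calcium read (Ex 480/Em 530, 1 s cycles) in 1536-well TRHR cells with fluo-8 dye, after 10-cycle baseline and 23 nL compound addition; TRH at EC20 (10 nM final) added afterwards for the enhancer phase.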
# RXFP1 antagonist: qHTS Assay for Antagonists of the Relaxin Receptor RXFP1 | actives 0.59% (n = 350,000) | HEK293-RXFP1, relaxin-stimulated cAMP HTRF, 30 min; stronger effect = lower value | Relaxin receptor 1 (Homo sapiens), Q9HBX9 | AID 1259400, 2018 | activity change, negative = inhibition, % at 57.5 µM;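 active means activity change of -60% or lower, but not beyond a set lower limit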; further: on the % scale 0 is the no-effect control and ±100 the full control effect
# D2 ag: HTS Assay for Allosteric Agonists of the Human D2 Dopamine Receptor: Primary Screen for Agonists. D(2) dopamine receptor (Homo sapiens), P14416. HEK293 T-REx D2 cells, calcium flux agonist mode. activation, % at 2 µM. actives 0.53% (n = 340,000);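 active means activation over 3 SD above normal in the single-dose calcium agonist read, cut at about 30% in these data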; further: 0% is about no effect
#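 Tetracycline-induced HEK293 Trex cells with D2 receptor force-coupled to calcium signaling, plated overnight at 30 C and loaded with no-wash calcium dye. Calcium flux read kinetically for 180 s after compound addition; responses flag agonists.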
# * = called active by the depositor; . = no result given; & = joins results of further samples. Unless noted, no stated cut-off is given here; in the data, active means activation above about 30%; inactive means the rest.
SMILES,D2 antag,D1 antagonist,D1 ag,D1 potentiator,D2 PAM,TRHR PAM,TRHR ag,RXFP1 antagonist,D2 ag
CCCc1cc(=O)[nH]c(SCC(=O)c2cc(C)n(C)c2C)n1,3,-15,0,-5,-3,-3,-0.4,-7,-0.9
CC(CCc1ccc(O)cc1)NCCC(c1ccccc1)c1ccccc1 (stereo unspecified),23,-28,87*,-11,-11,-6,5.5,-13,8.4
CC1CCCCN1C(=O)CSc1nc2ccccc2n1CC(=O)N1CCc2ccccc21 (stereo unspecified),-5,8,1,3,4,-16,0.1,2,0.9
COc1cccc(Nc2nc(CN3CCOCC3)nc3sc4c(c23)CCCC4)c1,6,0,0,-5,-10,1,0.0,0,-0.3
O=C(c1ccc([N+](=O)[O-])o1)N1CCc2ccccc21,-27,-8,1,1,9,3,-0.8,-25,-0.5
COc1ccccc1-n1c(SCC(=O)Nc2cccc(C(=O)O)c2)nnc1-c1ccccc1O,9,3,2,0,12,9,1.9,-2,-1.4
COc1cc(CNC(=O)c2cc(C(=O)NCc3cc(OC)cc(OC)c3)n(C)n2)cc(OC)c1,18,-10,7,-4,-9,-3,0.6,-10,0.9
Cc1cccc(Cn2cc(C(=O)Nc3ccc(F)c(C(F)(F)F)c3)ccc2=O)c1,.,-17,14,-5,9,3,0.6,-9,-1.5
COc1cc(OC)cc(-c2nc3n(n2)C(c2ccccc2F)C(C(=O)Nc2cccnc2)=C(C)N3)c1 (stereo unspecified),.,2,2,-2,-5,6,0.7,-12,.
O=C(COC(=O)COc1cccc(Br)c1)Nc1ccc(F)cc1F,-19,-18,2,3,-3,-10,-1.0,3,0.0
CCc1cc2c(=O)c(-c3nc4ccccc4n3C)c(CCCC(=O)O)oc2cc1OC(=O)C(C)(C)C,7,-4,-2,4,-4,-4,-0.1,-13,-0.5
Cc1ccc(C)c(S(=O)(=O)N2CCCOC2CNC(=O)C(=O)NC2CCCC2)c1 (stereo unspecified),-6,-4,1,-2,1,-6,-0.2,1,-1.3
COc1ccc(-n2nc3c(N)n[nH]c3cc2=O)cc1,-8,-7,0,1,-1,1,0.5,-1,0.9
COc1cccc(NC(=O)CN2C(=O)c3cccnc3Oc3ccc(Cl)cc32)c1,.,2&11,4&1,-3&6,-11,-1&2,-0.3&-0.7,-22&-38,.
O=C(NCc1ccco1)c1noc2c1CCCCC2,1,10,-4,-3,-10,3,0.5,10,-0.2
CSc1ncc(C(=O)NCc2ccc(F)cc2)c(-c2ccccc2)n1,.,-3,-2,5,4,-5,9.6,5,-0.4
O=C(NCc1ccco1)/C(=C\c1ccc(F)cc1)NC(=O)c1ccco1,11,-13,2,-5,5,-4,2.2,-1,0.6
CCOC(=O)N/N=C(\C)c1ccc(OC(F)F)cc1OC(F)F,-10,-10,2,-1,4,-2,-0.9,-9,-2.1
O=C(COC(=O)C1CCC1)NC(=O)c1ccccc1,16,3,2,4,6,16,-0.4,-3,-0.4
COC(=O)Cn1ncc(N(C)Cc2ccccc2)c(Cl)c1=O,1,7,4,9,-12,4,0.3,-10,0.0
O=C(NCc1ccccc1)c1n[nH]nc1-c1ccccc1O,31*,3,3,-5,8,-3,0.1,6,0.0
Cn1cccc1CC(=O)NNC(=O)Nc1ccc(Cl)cc1,-22,7,2,2,8,1,0.2,2,1.3
O=C(OCc1ccccc1)c1cccc(-c2nnn(Cc3ccccc3)n2)c1,-5,-17,27,0,6,-3,1.6,-6,1.8
CC1CCC(=O)N(CCSc2ccccc2)CC1 (stereo unspecified),33*,-5,1,-9,-4,2,0.0,.,0.1
OCCN(CCO)c1nc2ccccc2[nH]1,-8,-3,3,-2,4,6,-0.7,-14,0.3

# Further records
SMILES,D2 antag,D1 antagonist,D1 ag,D1 potentiator,D2 PAM,TRHR PAM,TRHR ag,RXFP1 antagonist,D2 ag
COc1ccc(Nc2nc(N)c([N+](=O)[O-])c(N3CCN(C)CC3)n2)cc1,-6,-12,1,-1,-8,46*,-0.5,0,0.4
Cc1ccc(/C=C/C(=O)Nc2cc(S(=O)(=O)N3CCOCC3)ccc2N2CCOCC2)cc1,-21,5,8,.,-1,1,0.4,3,0.2
COc1cccc(CNC(=O)CSc2ncc(S(=O)(=O)c3ccc(C)c(Cl)c3)c(=O)[nH]2)c1,.,-3,3,-1,7,1,0.3,.,.
O=C(c1cc(-c2ccc(Br)cc2)n[nH]1)N1CCN(S(=O)(=O)c2ccc(Cl)s2)CC1,.,-19,2,0,-11,-3,0.4,-10,0.2
COC(=O)C1=C(NC(=O)CCCCl)CCS1,-3,-9,1,-10,7,0,0.9,-7,0.1
Cc1ccc(S(=O)(=O)N2CCC(=O)N(CCOCc3ccc(Cl)cc3)CC2)cc1,11,6,5,-5,5,1,0.5,.,0.6
COc1ccc(N2CCN(CCCNC(=O)Cn3c(=O)c4cccn4c4ccccc43)CC2)cc1,-20,11,-1,-1,1,-9,-0.5,12,-1.2
CCCc1ccc(OCC(=O)Nc2sc3c(c2C(=O)OC)CCCCC3)cc1,.,6,-1,0,-1,-3,-0.8,4,-2.7
COc1ccc(C(=O)OCC(=O)NCC2CCCO2)cc1 (stereo unspecified),2,11,0,-5,3,-1,0.0,10,-0.1
COc1ccc(OC)c(-n2c(C)cc(C=O)c2C)c1,-13,-2,2,1,-6,-1,0.4,13,0.3
Cc1cccc(N(CC(=O)NCc2ccc3c(c2)OCO3)C(=O)CCC(=O)Nc2ccccn2)c1C,-17,-1,9,3,10,0,-2.7,-6,0.0
[O-][N+]12CCN(CC1)c1ccccc12,2,-5,5,-3,-2,-1,0.1,-16,1.3
COC(=O)c1ccccc1NC(=O)CN1CCCCCC1,-2,-9,4,-1,3,-4,-0.5,-6,-1.7
CCCn1nnc(NC(=O)COc2ccc(Cl)cc2)n1,-36,-19,2,-13,8,-5,-0.5,3,0.1
CCOC(=O)C[N+]1(C)CCN(C(C)=O)CC1,14,-15,3,3,-3,-5,0.4,3,0.2
CCC(=O)Nc1ccc(C(=O)Nc2cccnc2)cc1,.,-3,3,3,12,5,0.3,-19,.
O=C(CCc1ccccc1)Nc1cc2c3c(c1)CCC(=O)N3CCC2,19,-4,0,-10,-3,4,-0.2,-5,-0.3
CCN(CC(=O)Nc1ccc(OC)cc1)C(=O)c1cc([N+](=O)[O-])ccc1N1CCOCC1,23,19,1,-7,-11,1,0.0,-10,0.3
O=C(/C=C/Nc1cccc([N+](=O)[O-])c1)c1cccs1,16,7,0,-7,-9,-3,0.3,-6,-1.2
COc1cccc(-c2nc(CS(=O)(=O)CC(=O)Nc3cc(OC)ccc3OC)c(C)o2)c1,12,16,0,3,19,-5,-0.8,2,-0.3
CC(C)CC(=O)N(Cc1ccccc1)S(=O)(=O)c1ccc2c(c1)oc(=O)n2C,.,-20,6,-3,7,1,1.7,-10,1.0
NC(=O)C1(N2CCCCC2)CCN(C(=O)CSc2nc3ccccc3s2)CC1,8,4,0,6,-3,2,-1.3,6,-1.1
CC(=O)c1ccc(N(CC(=O)NCCc2ccccc2)C(=O)c2csnn2)cc1,6,1,3,-3,3,-3,0.5,-3,-0.8
CCCN(CC(=O)Nc1ccccc1OC)C(=O)c1cc2ccccc2o1,-4,6,1,-4,1,4,-0.8,-1,0.2
COc1ccc(C2CC(O)(C(C)(C)O)NO2)cc1 (stereo unspecified),7,-2,1,-5,3,-2,0.5,-6,-0.6

# Not a retest: entries from further up.
SMILES,D2 antag,D1 antagonist,D1 ag,D1 potentiator,D2 PAM,TRHR PAM,TRHR ag,RXFP1 antagonist,D2 ag
Cc1ccc(/C=C/C(=O)Nc2cc(S(=O)(=O)N3CCOCC3)ccc2N2CCOCC2)cc1,-21,5,8,.,-1,1,0.4,3,0.2
COc1cccc(CNC(=O)CSc2ncc(S(=O)(=O)c3ccc(C)c(Cl)c3)c(=O)[nH]2)c1,.,-3,3,-1,7,1,0.3,.,.
O=C(c1cc(-c2ccc(Br)cc2)n[nH]1)N1CCN(S(=O)(=O)c2ccc(Cl)s2)CC1,.,-19,2,0,-11,-3,0.4,-10,0.2
COC(=O)C1=C(NC(=O)CCCCl)CCS1,-3,-9,1,-10,7,0,0.9,-7,0.1
Cc1ccc(S(=O)(=O)N2CCC(=O)N(CCOCc3ccc(Cl)cc3)CC2)cc1,11,6,5,-5,5,1,0.5,.,0.6
COc1ccc(N2CCN(CCCNC(=O)Cn3c(=O)c4cccn4c4ccccc43)CC2)cc1,-20,11,-1,-1,1,-9,-0.5,12,-1.2

# Additional structures.
SMILES,D2 antag,D1 antagonist,D1 ag,D1 potentiator,D2 PAM,TRHR PAM,TRHR ag,RXFP1 antagonist,D2 ag
Cc1ccc(CCNC(=O)c2cc3cc(S(=O)(=O)N4CCCCC4)ccc3n2C)cc1,.,-1,1,0,-2,4,0.2,-9,0.6
COc1ccc(S(=O)(=O)N2CCC(C(=O)NCCC3=CCCCC3)CC2)cc1OC,-15,-43*,1,-7,-5,10,0.3,1,0.5
O=C(O)/C(=C\c1ccccc1Cl)c1ccc(S(=O)(=O)N2CCCCC2)s1,1,6,5,15,4,1,-0.5,-6,0.0
COc1ccc2c(COC(=O)CNC(=O)C34CC5CC(CC(C5)C3)C4)cc(=O)oc2c1,-1,-3,4,-6,-4,4,-0.4,-8,1.3
O=C(CC(c1ccccc1)c1ccco1)Nc1nccs1 (stereo unspecified),-6,-3,4,-1,10,-1,0.1,-5,-0.8
O=C(O)c1ccc(CNC(=O)c2ccc(C(F)(F)F)cc2)cc1,-8,-2,2,-2,-4,-2,0.4,3,-0.1
CCc1ccc(NC(=O)c2ccc(F)c(S(=O)(=O)N3CCC4(CC3)OCCO4)c2)cc1,.,-8,9,-1,.,-2,0.7,-33,.
N=c1c2c(ncn1CCCO)Oc1ccc3ccccc3c1C2c1ccccc1 (stereo unspecified),1,18,1,-12,-3,3,-0.7,-12,0.3
CC(=O)c1sc(N/N=C\c2ccc(Br)cc2)nc1C,2,-18,5,-2,10,-2,6.2,6,1.3
O=C(CCn1cnc2ccccc21)N/N=C/C=C/c1ccccc1,-2,-8,0,-3,-10,4,0.2,-14,0.0
CC(C)c1nn2c(=O)cc(COC(=O)c3ccc(NC(=O)COc4ccccc4)cc3)nc2s1,.,13,1,0,1,-1,0.7,2,.
CNCCC=C1c2ccccc2CCc2ccccc21,42*,-79*,21,-5,-27,-4,0.9,.,1.6
O=C(Nc1ccccc1)C1=C[C@@H](c2csc3ccccc23)C[C@@H](OCc2ccc(CO)cc2)O1,-7,19,27,-1,1,26,0.9,.,-0.1
O=C(O)c1cc(S(=O)(=O)N2CCN(c3ccccn3)CC2)ccc1Cl,2,-4,1,-4,-1,13,0.3,0,3.0
